D2 agonist: agonists of human D2 dopamine receptor; P14416; HEK293 T-REx D2 cells, calcium flux agonist mode; activation, % at 2 µM; actives 0.53% (n = 340,000);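 active = activation over 3 SD above normal in the single-dose calcium agonist read, cut at about 30% in these data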; note: 0% is about no effect
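In this primary screen, compounds producing a positive calcium signal within 180 s of addition to tetracycline-induced, force-coupled HEK293 Trex D2 cells are flagged; cells are dye-loaded with a no-wash calcium kit beforehand.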
TRHR PAM: TRH receptor (human) allosteric enhancement; actives 0.66% (n = 360,000); P34981; enhancement, % at 2 µM; TRHR cells, fluo-8 calcium fluorescence, EC20 TRH enhancement; in the data active = enhancement above about 30%; note: 0% is about no effect
Target sequence (P34981 whole entry, looked up): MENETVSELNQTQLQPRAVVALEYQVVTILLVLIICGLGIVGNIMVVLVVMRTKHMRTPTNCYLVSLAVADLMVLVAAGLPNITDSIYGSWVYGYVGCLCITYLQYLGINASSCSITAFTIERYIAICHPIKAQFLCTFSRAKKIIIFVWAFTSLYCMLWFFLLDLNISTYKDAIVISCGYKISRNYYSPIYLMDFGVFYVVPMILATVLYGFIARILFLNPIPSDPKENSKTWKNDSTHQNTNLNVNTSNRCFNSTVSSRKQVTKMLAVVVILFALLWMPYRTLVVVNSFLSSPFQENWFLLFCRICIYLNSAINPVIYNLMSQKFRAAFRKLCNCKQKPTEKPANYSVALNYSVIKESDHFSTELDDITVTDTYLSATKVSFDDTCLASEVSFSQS
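Enhancer read-out: after compound pinning and an initial kinetic agonist-mode read, an EC20 of TRH (10 nM final) was injected and fluo-8 calcium signal (Ex 480/Em 530) followed at 1 s/cycle for 100 cycles in TRHR-expressing cells.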
TrxR1 substrate: substrates of rat thioredoxin reductase 1; purified TrxR1 substrate turnover, NADPH consumption readout; O89049; AID 588456; Potency, µM (series often up to 114 µM), without a hit: at the top dose activity change, negative = substrate turnover; actives 0.01% (n = 390,000); note: potency is the fitted concentration of half-maximal effect; % is set by controls: 0 for no effect and ±100 for the full control effect; nearly all actives have a fitted effect of over 50% in size
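Rat TrxR1, dispensed at 90 nM, was prereduced with 400 uM NADPH (final) for 5 min at ~22 deg C, then incubated with compound 15 min before 400 uM selenite. A first-read NADPH fluorescence drop versus no-compound background flagged substrates.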
USP1 inh: blocks the human USP1/UAF1 deubiquitinase complex | Potency, µM (titrated, usually from 57.1 µM), inactives show top-dose activity change, negative = inhibition, most hits filed as inhibitors | actives 0.23% (n = 390,000) | recombinant USP1/UAF1, Ub-Rhodamine cleavage fluorescence | O94782 | AID 743255; note: potency is the fitted concentration of half-maximal effect; % is set by controls: 0 for no effect and ±100 for the full control effect; nearly all actives have a fitted effect of over 60% in size; inactives centre near -12
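Step one: compound is pinned into 1nM USP1/UAF1 in HEPES pH 7.8 buffer with TCEP. Step two: 15 min room-temperature incubation. Step three: Ub-Rho (150nM final) starts cleavage, tracked by fluorescence over six one-minute reads.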
PI4K2A block: blocks human PI4K2A kinase activity; Q9BTU6; activity change, negative = inhibition, % at 76.9 µM; AID 1346378; purified PI4K2A, ADP-Glo luminescence, 1 h; stronger effect = lower value; actives 0.13% (n = 420,000); in the data active = activity change below about -50%; inconclusive = mostly about -30% to -49%;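 note: -100% = wells without enzyme as full effect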
Target sequence (Q9BTU6 whole entry, looked up): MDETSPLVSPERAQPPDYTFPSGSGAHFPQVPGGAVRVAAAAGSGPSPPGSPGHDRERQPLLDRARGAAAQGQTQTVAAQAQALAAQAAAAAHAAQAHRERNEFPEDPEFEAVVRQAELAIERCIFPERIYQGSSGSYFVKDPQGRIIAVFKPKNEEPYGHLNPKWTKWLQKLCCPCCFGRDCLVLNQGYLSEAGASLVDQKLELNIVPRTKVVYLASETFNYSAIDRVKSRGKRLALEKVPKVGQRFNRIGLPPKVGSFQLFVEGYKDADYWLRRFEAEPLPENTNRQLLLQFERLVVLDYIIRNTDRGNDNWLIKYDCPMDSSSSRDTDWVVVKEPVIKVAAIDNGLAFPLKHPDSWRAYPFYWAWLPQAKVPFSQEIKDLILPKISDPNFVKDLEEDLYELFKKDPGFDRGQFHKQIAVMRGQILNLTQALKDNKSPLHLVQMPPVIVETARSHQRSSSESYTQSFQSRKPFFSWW
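Compounds are screened against recombinant PI4K2A using PI as substrate and ATP, the latter dispensed at 300 microM. Reactions run one hour at ambient temperature before ADP-Glo detection; full inhibition defined by wells lacking enzyme.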
TrxR1 inh: inhibitors of rat thioredoxin reductase 1. O89049. actives 1% (n = 390,000). recombinant rTrxR1, NADPH fluorescence consumption, selenite substrate. Potency, µM (titrated, usually from 114 µM), for inactives: at the highest dose activity change, negative = inhibition, actives largely listed as inhibitors; note: potency is the fitted concentration of half-maximal effect; % is set by controls: 0 for no effect and ±100 for the full control effect; nearly all actives have a fitted effect of over 65% in size
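Rat TrxR1 (90 nM in the dispensed reagent) was pre-reduced with 400 uM NADPH for 5 min at room temperature, then incubated with compound for 15 min. After 400 uM selenite was added, NADPH fluorescence (Ex 340/Em 450 nm) was followed for 8 min.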
TRHR agonist: TRH receptor (human) agonism | P34981 | TRHR cells, calcium flux fluo-8, FDSS agonist mode | activation, % at 2 µM | actives 0.18% (n = 360,000) | AID 493084; in the data active = activation above about 30%; note: 0% is about no effect
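TRHR-expressing cells, plated overnight in medium with 10% serum, were loaded with fluo-8 calcium dye at room temperature. After a 10 s baseline, library compound was pin-added and calcium release was recorded kinetically (ex 480/em 530) as agonist response.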
D2 antagonist: D2 dopamine receptor (human) antagonism. HEK293 TREx D2 cells, calcium flux, dopamine EC80. inhibition, % at 10 µM. actives 2% (n = 340,000). AID 485344; in the data active = inhibition above about 30%; note: 0% is about no effect
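In this primary screen, negative modulation is detected by tracking calcium flux after an EC80 dopamine challenge in inducible HEK293 T-REx D2 cells preexposed to test compound for 180 s.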
mIDH1 inhibitor: blocks human mutant IDH1 R132H enzyme; O75874; IDH1-R132H enzyme, NADPH consumption, diaphorase/resazurin fluorescence; Potency, µM (top dose mostly 76.6 µM), inactives show at the top dose activity change, negative = inhibition, actives largely listed as inhibitors; actives 0.093% (n = 390,000); AID 602179; note: potency is the fitted concentration of half-maximal effect; % is set by controls: 0 for no effect and ±100 for the full control effect; nearly all actives have a fitted effect of over 65% in size
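IDH1-R132H (0.5 ug/mL dispensed) in pH 7.5 Tris buffer was preincubated 30 min with compound, then given a substrate mix of 0.016 mM NADPH and 2 mM alpha-KG for 80 min at room temperature; remaining NADPH was read by diaphorase/resazurin fluorescence.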
* = called active by the depositor; ? = inconclusive; · = no result given; [ ] = remark or other dose. Unless noted, calls come from the whole dose curve; as a rule, active = well fitted inhibition curve with a large enough effect; inconclusive = small, poorly fitted or top-dose-only effect; inactive = no such curve, though single readings can be large or run the other way.

1. CCn1c(SCc2ccc(C(=O)OC)o2)nnc1-c1c[nH]c2ccccc12
2. O=C(CNC(=S)N(Cc1ccccc1Cl)C1CCCC1)NCCN1CCOCC1
3. C=CCn1c(CSc2nc3ccccc3s2)n[nH]c1=S
4. CCOC(=O)CSc1nnc(NC(=O)c2cccc(S(=O)(=O)N3CCCCCC3)c2)s1
5. CCCC(=O)NC(C)c1nc2ccccc2n1C (stereo unspecified)
6. O=C(Nc1nnc(COc2ccccc2)s1)Nc1ccccc1F
7. CC(C)CC(O)C1CCN(C(=O)CCc2nnc(-c3ccccc3)o2)CC1 (stereo unspecified)
8. CCc1cccc(C)c1Nc1c(-c2ccccc2)nc2sccn12
9. C=CCNc1oc(C2CCCC2)nc1C#N
10. O=C(COc1ccccc1Cl)NCCNC(=O)c1cnccn1

Compound	1	2	3	4	5	6	7	8	9	10
D2 agonist	1.1	1.1	1.0	1.1	-0.9	0.6	-0.1	-1.7	-0.2	2.0
TRHR PAM	6.6	-1.6	5.8	-0.6	-0.5	3.2	1.7	5.1	1.7	-0.7
TrxR1 substrate	6.6%[57.1 µM]	7.2%	7.8%[57.1 µM]	35.2%[activator]	-2.9%	10.6%	1.7%	-3.1%	11.0%	-1.5%
USP1 inh	-18.2%	-6.6%	-16.6%	-13.7%	-14.5%	-21.6%	-8.9%	-3.9%	·	-6.2%
PI4K2A block	-7.0	3.5	-0.4	0.1	-0.8	2.0	-1.4	9.6	-2.6	-1.2
TrxR1 inh	3.9%[57.1 µM]	18.7%	-0.1%[57.1 µM]	17.0%	15.7%	24.2%	14.4%	-4.8%	24.7%	12.2%
TRHR agonist	0.2	-0.9	0.5	0.1	-1.5	0.6	0.0	-1.2	0.1	1.5
D2 antagonist	8.9	8.1	-13.5	-11.6	-13.5	20.1	-0.2	·	5.6	-6.3
mIDH1 inhibitor	9.3%	-2.5%	3.0%	4.1%	-7.8%	0.0%	7.8%	-26.7%	·	-6.0%

11. COCc1cc(C)nc(SCc2ccccc2)c1C#N
12. CCn1c(=O)c(C(=O)CN2CCOCC2)c(N)n(Cc2ccccc2)c1=O
13. Cc1ccc(CNC(=O)C2CCCN(c3nc4c(C)cc(C)cc4s3)C2)cc1 (stereo unspecified)
14. COCCN(C(=O)c1ccccc1F)c1nc(-c2ccc(OC)cc2)cs1
15. COC(=O)c1cccc(N(CC(=O)NC2CCCCC2)C(=O)CNC(=O)c2cccs2)c1
16. Cc1cc(/C=N/NC(=O)COc2cccc3cccnc23)c(C)n1-c1ccc(O)cc1
17. CS(=O)(=O)N(CC(=O)Nc1ccc2c(c1)OCCO2)Cc1ccc(Cl)cc1
18. CCOC(=O)c1cc2c(=O)n3ccccc3nc2n(CC2CCCO2)c1=NC(=O)c1ccc(OC)cc1OC (stereo unspecified)
19. CCN(CC)c1ccc(C(=O)N/N=C(\C)c2cccnc2)cc1
20. CCOC(=O)C1=C(C)Nc2ncnn2C1c1cccs1 (stereo unspecified)

Compound	11	12	13	14	15	16	17	18	19	20
D2 agonist	-0.4	0.3	-0.3	-1.1	-0.1	0.8	-1.6	·	-0.3	-0.1
TRHR PAM	-11.8	14.3	-1.6	2.3	-2.2	5.0	2.2	-8.5	12.6	3.7
TrxR1 substrate	3.5%	-8.6%	4.6%	2.1%[57.1 µM]	0.1%[57.1 µM]	-14.3%	3.7%[57.1 µM]	23.5%	-6.9%[57.1 µM]	1.2%
USP1 inh	-23.9%	-5.8%	-7.9%	-23.0%	-15.8%	-5.6%	-6.5%	-5.9%	-16.6%	-5.2%
PI4K2A block	6.3	4.9	0.4	0.0	1.0	-2.0	10.4	2.9	1.6	3.2
TrxR1 inh	18.7%	-9.2%	23.5%	3.6%[57.1 µM]	0.6%[57.1 µM]	-7.4%	31.2%[57.1 µM]	?	13.9%[57.1 µM]	22.6%
TRHR agonist	-0.3	-0.5	-0.2	-1.5	-0.4	1.0	-0.9	-0.5	-0.9	-0.3
D2 antagonist	5.6	5.7	·	-9.7	-10.1	-8.9	-5.1	·	-11.9	-14.4
mIDH1 inhibitor	15.6%	-0.9%	7.4%	4.1%	0.4%	0.7%	-0.7%	?	-0.5%	6.1%

Reformatted: entries from further up.
Fields: D2 agonist, TRHR PAM, TrxR1 substrate, USP1 inh, PI4K2A block, TrxR1 inh, TRHR agonist, D2 antagonist, mIDH1 inhibitor
8. CCc1cccc(C)c1Nc1c(-c2ccccc2)nc2sccn12
  -1.7, 5.1, -3.1%, -3.9%, 9.6, -4.8%, -1.2, ·, -26.7%
15. COC(=O)c1cccc(N(CC(=O)NC2CCCCC2)C(=O)CNC(=O)c2cccs2)c1
  -0.1, -2.2, 0.1%[57.1 µM], -15.8%, 1.0, 0.6%[57.1 µM], -0.4, -10.1, 0.4%
17. CS(=O)(=O)N(CC(=O)Nc1ccc2c(c1)OCCO2)Cc1ccc(Cl)cc1
  -1.6, 2.2, 3.7%[57.1 µM], -6.5%, 10.4, 31.2%[57.1 µM], -0.9, -5.1, -0.7%

Next section
21. CCOc1ccccc1/C=c1\sc2ncnn2c1=O
22. CCc1nnc(NC(=O)CCN(c2ccc(C)cc2)S(=O)(=O)c2ccccc2)s1
23. COCCc1nn2c(=O)cc(COC(=O)C(c3ccccc3)c3ccccc3)nc2s1
24. Cc1cc(C(F)(F)F)nn1Cc1n[nH]c(=S)n1-c1ccc(F)cc1
25. COC(=O)c1ccc([C@H]2Nc3ccc(S(=O)(=O)Nc4ccc(F)cc4)cc3[C@H]3C=CC[C@H]32)cc1
26. O=C(/C=C/c1ccco1)N(Cc1ccccc1)C1CCS(=O)(=O)C1 (stereo unspecified)
27. COc1cc(C(C#N)N2CCCCC2)ccc1O (stereo unspecified)
28. CCOc1ccc(CCNC(=O)Cn2c(-c3cccs3)cc3cc(F)ccc32)cc1OCC
29. COc1ccc(S(=O)(=O)N2CCN(C(=O)NC3CCCCC3)CC2)cc1OC
30. C#CC1CCCCC1NC(=O)Nc1cnccc1C(F)(F)F (stereo unspecified)

Compound	21	22	23	24	25	26	27	28	29	30
D2 agonist	0.5	2.0	·	·	0.4	-0.6	2.0	-0.6	-0.4	-0.3
TRHR PAM	1.0	9.6	-2.3	2.6	14.0	-1.8	7.4	-2.8	-1.4	-1.8
TrxR1 substrate	6.0%	-6.7%	1.7%[57.1 µM]	4.5%	-3.2%	5.8%[11.4 µM]	-3.8%[57.1 µM]	48.3%[activator]	5.4%	-21.1%[57.1 µM]
USP1 inh	-26.2%	-10.5%	0.3%	-7.3%	-2.0%	6.4%	-16.9%	-32.9%	-2.1%	-12.0%
PI4K2A block	80.4	0.8	-2.0	-5.9	-1.8	-2.8	9.7	10.4	-7.3	-2.4
TrxR1 inh	?	-4.5%	6.9%[57.1 µM]	-20.5%	70.8µM*	-75.8%	8.9%[57.1 µM]	22.0%	17.8%	17.5%[57.1 µM]
TRHR agonist	1.4	-0.5	0.1	0.5	-0.2	-0.7	0.1	-0.2	0.0	-0.7
D2 antagonist	1.2	16.5	·	·	·	6.2	14.0	·	12.7	4.3
mIDH1 inhibitor	-1.4%	4.8%	-12.0%	0.6%	-14.1%	2.7%	8.2%	5.7%	-5.5%	3.1%

31. Cc1cc(OC(=O)c2cc(Cl)nc3ccccc23)ccc1Cl
32. O=C(O)COc1ccccc1/C=N/NC(=O)c1cc2ccccc2cc1O
33. CC1CCCN(C(=O)C2CCN(CC3CC=CCC3)CC2)C1 (stereo unspecified)
34. CN(C(=O)CN1C(=O)S/C(=C\c2ccc(F)cc2)C1=O)C1CCS(=O)(=O)C1 (stereo unspecified)
35. Cc1ccc(Oc2ccc3c(c2)C(=O)N(c2ccc(S(=O)(=O)Nc4nccs4)cc2)C3=O)cc1
36. Cc1cc(C)cc(NC(=O)CSc2nnc(-c3ccccc3)n2N)c1
37. O=C1C2C(C(=O)N1c1ccncc1)C1C=CC2C12CC2 (stereo unspecified)
38. Cc1cc(NC(=O)CSc2nccn2-c2cccc(F)c2)no1
39. COc1ccc(C(C)NC(=S)NC2CCCC2)cc1OC (stereo unspecified)
40. O=C(CCC1CCCCC1)Nc1c2c(nn1-c1ccc(F)cc1)CS(=O)C2 (stereo unspecified)
41. COc1cc(NC(=O)COc2cc(C)cc3oc(=O)c(C)c(C)c23)cc(OC)c1OC
42. NC(=O)CC(c1ccccc1)c1ccco1 (stereo unspecified)

Compound	31	32	33	34	35	36	37	38	39	40	41	42
D2 agonist	1.3	0.2	0.5	0.2	0.5	1.2	-0.4	·	0.7	-1.1	0.6	-0.9
TRHR PAM	-7.9	-2.3	5.6	-2.1	-3.4	3.3	-0.8	·	-1.1	-1.2	-14.6	6.1
TrxR1 substrate	-0.8%	-3.5%	-5.9%	-14.1%	0.3%[57.1 µM]	12.1%	8.1%[57.1 µM]	13.0%[57.1 µM]	4.6%	0.1%	-6.3%	-4.3%
USP1 inh	-10.4%	-16.5%	3.8%	-12.4%	-13.7%	-8.6%	1.0%	-2.8%	-18.7%	-8.3%	-13.9%	-4.3%
PI4K2A block	7.2	-1.9	11.0	4.1	3.4	-0.6	-4.4	2.9	-1.9	3.7	2.6	3.7
TrxR1 inh	7.3%[57.1 µM]	21.4%	0.9%	0.6%	-19.8%[57.1 µM]	33.7%[activator]	11.1%[57.1 µM]	4.5%[11.4 µM]	-23.2%	10.1%	-6.4%	-2.4%
TRHR agonist	1.5	0.8	0.5	-0.2	1.4	-1.9	0.6	·	0.3	-0.8	-0.9	1.2
D2 antagonist	-8.8	-9.4	-8.9	6.7	18.6	19.4	25.8	·	-6.7	-2.7	-0.9	7.6
mIDH1 inhibitor	1.0%	8.2%	2.4%	-4.7%	-2.4%	5.0%	8.2%	-1.3%	3.5%	7.4%	-1.7%	4.3%

Source: PubChem BioAssay
